# Source: PubChem BioAssay (several laboratories)
# Dyrk1A ADPGlo: blocks rat Dyrk1A kinase activity. inhibition, % at 12.5 µM. Q63470. hit rate 0.43% among 310,000. ADP-Glo luminescence, NFATc1 peptide; in the data active = inhibition above about 50%;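 note: plate controls were vehicle with enzyme for no effect and no enzyme for full effect; many of its hits are not listed in these tables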
# KCNK3 inh: human KCNK3 channel inhibition, primary screen; O14649; CHO-KCNK3 thallium flux, FluxOR fluorescence; hits give low values; B-score at 10 µM; hit rate 0.84% among 340,000;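 active = B-score under library mean minus 4 SD, starting fluorescence ratio at most library mean plus 5 SD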;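 note: more negative B-score means stronger inhibition of thallium flux through KCNK3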
# Target sequence (O14649 whole entry, looked up): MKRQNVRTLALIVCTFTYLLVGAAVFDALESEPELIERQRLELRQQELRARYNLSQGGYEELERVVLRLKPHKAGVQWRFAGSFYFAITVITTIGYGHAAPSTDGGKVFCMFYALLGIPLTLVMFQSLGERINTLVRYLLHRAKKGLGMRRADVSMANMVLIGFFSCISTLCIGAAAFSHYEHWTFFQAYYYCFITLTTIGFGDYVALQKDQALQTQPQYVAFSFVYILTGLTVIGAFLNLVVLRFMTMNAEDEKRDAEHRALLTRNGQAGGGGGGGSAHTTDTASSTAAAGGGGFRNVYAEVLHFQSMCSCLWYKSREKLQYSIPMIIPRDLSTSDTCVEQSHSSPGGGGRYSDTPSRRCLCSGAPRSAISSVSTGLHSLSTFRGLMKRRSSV
# HDAC3 inh: blocks human histone deacetylase 3. recombinant HDAC3, fluorogenic peptide/trypsin coupled, fluorescence. O15379. inhibition, % at 8.3 µM. hit rate 0.15% among 320,000. AID 2718; in the data active = inhibition above about 26%, passing the limit was not always enough; inconclusive = no clear call, values can overlap the other calls
# TMEM16A act: mouse TMEM16A channel activation, primary screen | AID 623877 | HEK293 TMEM16A/YFP-H148Q/I152L, iodide quench fluorescence; hits give low values | B-score at 10 µM | hit rate 0.3% among 340,000;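 active = fluorescence-ratio B-score plate-corrected deviation score at least 3 library SD below zero, with starting fluorescence score within 5 deviations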;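 note: channel opened by trigger with iodide after compound preincubation; score built on the fluorescence ratio of max minus min over baseline; more negative score means more quench and so TMEM16A activation or potentiation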
# Active calls of the source: *; i = inactive; ? = inconclusive. An excerpt. The share of hits here may be higher or lower than overall.
# Abbreviations: A = Dyrk1A ADPGlo; B = KCNK3 inh; C = HDAC3 inh; D = TMEM16A act
COC(=O)C1=C(c2c(C)noc2C)C[C@@H]2CC[C@H]1N2C(=O)NCCOc1ccccc1Cl
  A: -1.0; B: i; C: 2.4; D: i
COC(=O)C1=C(c2cccc(OCc3ccccc3)c2)C[C@@H]2CC[C@H]1N2C(=O)NCc1ccc(Cl)cc1
  A: -0.8; B: i; C: 3.3; D: i
COc1ccccc1NC(=O)COC(=O)c1cn(C)c2ccccc12
  A: -1.4; B: i; C: -3.1; D: i
CC(=O)c1cccc(OCC(=O)N2CCN(CC(=O)Nc3cccc(F)c3)CC2)c1
  A: 2.3; B: i; C: -4.6; D: i
COC(=O)C1=C(c2ccc(OC)c(OC)c2)C[C@@H]2CC[C@H]1N2C(=O)NCc1cc(C)oc1C(F)(F)F
  A: 8.6; B: i; C: 4.4; D: i
COC1=C(OC)[C@]23CCc4ccc(OC)c(OC)c4[C@]2(CCN3C)CC1=O
  A: 11.4; B: i; C: 0.5; D: i
C[C@]12CCC3C(CC[C@H]4C[C@@H](O)CC[C@]34C)C1CC[C@@H]2N (some centres not stated)
  A: 9.4; B: i; C: -0.6; D: i
COc1cc2c3cc1Oc1c(OC)c(OC)cc4c1[C@H](Cc1ccc(cc1)Oc1cc(ccc1O)C[C@H]3N(C)CC2)N(C)CC4
  A: 10.5; B: i; C: -0.6; D: i
CCCNC(=O)N1[C@H]2CC[C@@H]1C(C(=O)OC)=C(c1ccc(OC(F)(F)F)cc1)C2
  A: 2.4; B: i; C: 4.0; D: i
COC(=O)C1=C(c2ccc(-c3ccccc3)c(F)c2)C[C@@H]2CC[C@H]1N2C(=O)N1CCc2cc(OC)c(OC)cc2C1
  A: 6.6; B: i; C: -2.3; D: i
COC(=O)C1=C(c2ccccc2OCc2ccccc2)C[C@@H]2CC[C@H]1N2C(=O)NCc1ccccc1
  A: 3.9; B: i; C: 2.4; D: i
COC(=O)C1=C(c2ccccc2OCc2ccccc2)C[C@@H]2CC[C@H]1N2C(=O)NC1CCN(Cc2ccccc2)CC1
  A: 13.5; B: i; C: -3.0; D: i
COC(=O)C1=C(c2ccc(C(C)=O)cc2)C[C@@H]2CC[C@H]1N2C(=O)N1CCCCC1
  A: 1.8; B: i; C: 0.7; D: i
COC(=O)C1=C(c2ccc(Cl)c(C(F)(F)F)c2)C[C@@H]2CC[C@H]1N2C(=O)NCc1cc(C)oc1C(F)(F)F
  A: -0.7; B: i; C: 13.1; D: i
Cn1cc(C(=O)OCC(=O)Nc2ccccc2)c2ccccc21
  A: 0.5; B: i; C: 6.0; D: i

# 4 compounds picked at random from those above, as already listed:
# Abbreviations: A = Dyrk1A ADPGlo; B = KCNK3 inh; C = HDAC3 inh; D = TMEM16A act
C[C@]12CCC3C(CC[C@H]4C[C@@H](O)CC[C@]34C)C1CC[C@@H]2N (some centres not stated)
  A: 9.4; B: i; C: -0.6; D: i
CC(=O)c1cccc(OCC(=O)N2CCN(CC(=O)Nc3cccc(F)c3)CC2)c1
  A: 2.3; B: i; C: -4.6; D: i
COC(=O)C1=C(c2ccc(-c3ccccc3)c(F)c2)C[C@@H]2CC[C@H]1N2C(=O)N1CCc2cc(OC)c(OC)cc2C1
  A: 6.6; B: i; C: -2.3; D: i
COC(=O)C1=C(c2ccc(OC)c(OC)c2)C[C@@H]2CC[C@H]1N2C(=O)NCc1cc(C)oc1C(F)(F)F
  A: 8.6; B: i; C: 4.4; D: i

# (continued)
# Abbreviations: A = Dyrk1A ADPGlo; B = KCNK3 inh; C = HDAC3 inh; D = TMEM16A act
COC(=O)C1=C(c2cccc(Cl)c2)C[C@@H]2CC[C@H]1N2C(=O)NCC1CC1
  A: 14.5; B: i; C: -3.6; D: i
COC(=O)C1=C(c2ccc(F)cc2F)C[C@@H]2CC[C@H]1N2C(=O)NCc1ccc(F)cc1
  A: 9.2; B: i; C: 0.8; D: i
COC(=O)C1=C(c2ccc(Cl)c(C(F)(F)F)c2)C[C@@H]2CC[C@H]1N2C
  A: 13.4; B: i; C: 8.3; D: i
COC(=O)C1=C(c2ccc(-c3ccccc3)c(F)c2)C[C@@H]2CC[C@H]1N2C(=O)N1CCOCC1
  A: 1.9; B: i; C: 10.3; D: i
COC(=O)C1=C(c2ccc(Cl)c(C(F)(F)F)c2)C[C@@H]2CC[C@H]1N2C(=O)NCc1ccco1
  A: 4.6; B: i; C: 1.5; D: i
Cn1c(N)c(C(=O)COC(=O)Cc2ccccc2)c(=O)n(C)c1=O
  A: -3.6; B: i; C: 0.3; D: i
COc1ccc(NC(=O)CN(C)C(=O)CSC(c2ccccc2)c2ccccc2)cc1
  A: -6.9; B: i; C: 0.6; D: i
COC(=O)C1=C(c2ccc(OC)c(OC)c2)C[C@@H]2CC[C@H]1N2C(=O)NCCOc1ccccc1Cl
  A: 4.9; B: i; C: -2.6; D: i
COC(=O)C1=C(c2ccc(C(C)=O)cc2)C[C@@H]2CC[C@H]1N2C(=O)N1CCC(C)CC1
  A: 16.8; B: i; C: -1.3; D: i
COC(=O)C1=C(c2ccc(Cl)c(C(F)(F)F)c2)C[C@@H]2CC[C@H]1N2C(=O)NCCOc1ccccc1Cl
  A: -2.4; B: i; C: -0.7; D: i
C#C[C@]1(O)CCC2C3C(CC[C@@]21C)[C@@]1(C)CC[C@@H](O)CC1=C[C@H]3O (some centres not stated)
  A: -0.4; B: i; C: -1.4; D: i
COC(=O)C1=C(c2ccc(OC(F)(F)F)cc2)C[C@@H]2CC[C@H]1N2C(=O)N1CCCC1
  A: 2.3; B: i; C: 7.8; D: i
COC(=O)C1=C(c2ccc(OCc3ccccc3)cc2)C[C@@H]2CC[C@H]1N2C(=O)NCCCc1ccccc1
  A: 1.7; B: i; C: ?; D: i
COC(=O)C1=C(c2ccc(F)cc2OCc2ccccc2)C[C@@H]2CC[C@H]1N2C(=O)NCc1ccccc1
  A: 51.7*; B: i; C: -2.3; D: i
COC(=O)C1=C(c2cccc(C#N)c2)C[C@@H]2CC[C@H]1N2C(=O)NCc1ccco1
  A: -2.0; B: i; C: 4.1; D: i
C1=CC(Cc2cncs2)c2ccccc21 (configuration not stated)
  A: -7.4; B: i; C: 4.4; D: i
COC(=O)C1=C(c2ccc(F)cc2OCc2ccccc2)C[C@@H]2CC[C@H]1N2C(=O)NCc1ccc(OC)cc1
  A: -17.0; B: i; C: -0.1; D: i
COC(=O)C1=C(c2ccc(OCc3ccccc3)cc2)C[C@@H]2CC[C@H]1N2C(=O)NCc1ccc([N+](=O)[O-])cc1
  A: -8.4; B: i; C: 7.3; D: i
COC(=O)C1=C(c2ccc(F)cc2OCc2ccccc2)C[C@@H]2CC[C@H]1N2C(=O)NCc1ccco1
  A: -1.8; B: i; C: 5.8; D: i
COC(=O)C1=C(c2cccc(OCc3ccccc3)c2)C[C@@H]2CC[C@H]1N2C(=O)NCCCOC(C)C
  A: 2.4; B: i; C: 1.9; D: i

# Structures above containing a furan ring, fused or not:
# Abbreviations: A = Dyrk1A ADPGlo; B = KCNK3 inh; C = HDAC3 inh; D = TMEM16A act
COC(=O)C1=C(c2ccc(OC)c(OC)c2)C[C@@H]2CC[C@H]1N2C(=O)NCc1cc(C)oc1C(F)(F)F
  A: 8.6; B: i; C: 4.4; D: i
COC(=O)C1=C(c2ccc(Cl)c(C(F)(F)F)c2)C[C@@H]2CC[C@H]1N2C(=O)NCc1cc(C)oc1C(F)(F)F
  A: -0.7; B: i; C: 13.1; D: i
COC(=O)C1=C(c2ccc(Cl)c(C(F)(F)F)c2)C[C@@H]2CC[C@H]1N2C(=O)NCc1ccco1
  A: 4.6; B: i; C: 1.5; D: i
COC(=O)C1=C(c2cccc(C#N)c2)C[C@@H]2CC[C@H]1N2C(=O)NCc1ccco1
  A: -2.0; B: i; C: 4.1; D: i
COC(=O)C1=C(c2ccc(F)cc2OCc2ccccc2)C[C@@H]2CC[C@H]1N2C(=O)NCc1ccco1
  A: -1.8; B: i; C: 5.8; D: i
